Source: PubChem BioAssay (Fisher Drug Discovery Resource Center)
mcGAS lum: inhibitors of mouse cGAS. recombinant cGAS, Kinase-Glo ATP depletion luminescence. inhibition, % at 12.5 µM. 160,000 compounds, 0.15% hits. AID 1259399;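 also: 0% = negative control wells and 100% = reference inhibitor with no enzyme activity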
NPYLR7 ag: activates Aedes aegypti NPYLR7 receptor. HEK293T NPYLR7/Galpha15, GCaMP6s calcium fluorescence. activation, % at 10 µM. 270,000 compounds, 0.15% hits. AID 1259423; in the data active = activation above about 40%;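 also: 0% = vehicle and 100% = reference agonist at the receptor; some compounds past the cut are filed as inactive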
hcGAS inh: inhibitors of human cGAS; inhibition, % at 12.5 µM; 290,000 compounds, 0.081% hits; Q8N884; recombinant h-cGAS, ATP depletion, Kinase-Glo luminescence;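 also: 0% = vehicle reaction and 100% = reaction without DNA for no activity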
Target sequence (Q8N884 whole entry, looked up): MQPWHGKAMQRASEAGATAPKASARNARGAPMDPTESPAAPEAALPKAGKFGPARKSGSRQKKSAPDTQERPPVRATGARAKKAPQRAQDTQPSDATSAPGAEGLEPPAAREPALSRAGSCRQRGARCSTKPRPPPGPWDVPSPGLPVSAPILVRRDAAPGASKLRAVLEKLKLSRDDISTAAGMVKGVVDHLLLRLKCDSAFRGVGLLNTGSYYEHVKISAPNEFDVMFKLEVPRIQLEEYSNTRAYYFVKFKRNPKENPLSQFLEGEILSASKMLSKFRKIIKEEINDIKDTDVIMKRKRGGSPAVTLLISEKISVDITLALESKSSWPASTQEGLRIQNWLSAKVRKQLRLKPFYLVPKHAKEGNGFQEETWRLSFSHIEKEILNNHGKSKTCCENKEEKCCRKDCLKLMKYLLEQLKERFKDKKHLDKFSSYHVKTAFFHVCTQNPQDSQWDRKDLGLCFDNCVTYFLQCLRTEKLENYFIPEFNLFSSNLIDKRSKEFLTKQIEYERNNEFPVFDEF
* hit, by the source's call; · = not tested or not shown; & = joins results of further samples. Rule as the data show it, unless noted: active = inhibition above about 40%; inactive = the rest.

SMILES	mcGAS lum	NPYLR7 ag	hcGAS inh
Nc1ccc(-n2nncc2C23CC4CC(CC(C4)C2)C3)cc1	-3	-6&4	2&-8
Cc1cc(C2CCCN2C(=O)c2ccc(Cn3nc(C)cc3C)cc2)on1 (stereo unspecified)	-15	-7	-6
COCCN(CC(F)F)C(=O)NC(C)c1cn(C)nc1C (stereo unspecified)	·	2	-11
Cc1cc(C(=O)n2nc(N)cc2C2CCOCC2)c(C)n1C(C)C	-18	-14&6	-10&-7
CCN(CC)c1onc(-c2ccc(F)cc2)c1CN(CCCOC)C(=O)c1ccc2c(c1)OCO2	-3	6	0
CC(C)c1nc(SCC(=O)N2C(C)CCCC2C)n[nH]1 (stereo unspecified)	·	-2	-4
Cc1cccn2c(=O)c3cc(C#N)c(=O)n(C)c3nc12	-4	5	-7
COc1ccc(Cl)c2sc(N(CCCN(C)C)C(=O)c3ccccc3SC)nc12	·	10	-5
COCCN(Cc1nc2ccccc2o1)C(=O)c1cccc2ccccc12	-7	0	-6
O=C(NCc1cccnc1N1CCOCC1)C1(N2CCCC2)CCCC1	·	2	-11
COC(=O)C[C@@]1(C(=O)OC)N[C@H](CC(C)(C)C)[C@@H]2C(=O)N(C)C(=O)[C@@H]21	·	9	0
CC(=O)Nc1ccc(S(=O)(=O)N(CC(=O)N2CCc3sccc3C2c2ccc(Cl)cc2)C2CC2)cc1 (stereo unspecified)	-6	18	-5
CC(C)=CCc1c(O)ccc(C(=O)Cc2ccccc2)c1O	·	2	-2
CCCCCCCC1=C(N)c2ccc(OCC(F)(F)F)cc2S1=O (stereo unspecified)	·	0	-9
CCc1nc2ccc(C(=O)NCCCn3ccnc3)cn2c1N(C)CCN1CCOCC1	-3	21	-6
CC(NC(Cc1ccc(Cl)cc1)c1ccccc1)C(=O)NC(N)=O (stereo unspecified)	-1	-1	4
Fc1ccccc1Cn1c2[n+](c3ccc(C(F)(F)F)cc31)CCCCC2	·	25	-9
C=C(C)COc1cccc(CNCc2cnc(C)cn2)c1	·	6	-2
Cn1cc(S(=O)(=O)NC(c2ccccc2)c2ccccc2)c(=O)n(C)c1=O	-2	0	-2
CCc1nnc(CN(C(=O)CCn2c(C)cc(C)nc2=O)C(C)C)o1	-12	·	-9
Cc1ccc(N2CC(C(=O)Nc3cc(-c4n[nH]c(C)n4)ccc3C)CC2=O)cc1 (stereo unspecified)	·	3	-3
NS(=O)(=O)c1cc2c(cc1Cl)NC(CC1CCCC1)NS2(=O)=O (stereo unspecified)	·	13	-11
NC(=O)NC(CC(=O)N1CCc2sccc2C1)c1cccc(Br)c1 (stereo unspecified)	-8	0	-10
CCC(Nc1ccc(OC)c(CO)c1)c1ccccc1 (stereo unspecified)	·	1	-5
CCC(=O)N1CCCC1(C)C(=O)Nc1cccc(Oc2ccccc2)c1 (stereo unspecified)	-8	5	-19
Continued:
SMILES	mcGAS lum	NPYLR7 ag	hcGAS inh
Cc1ccccc1C(=O)N1CCC(n2nc(C(C)C)cc2C(C)C)CC1	-6	3	-5
Cc1ccc(C(=O)OCC(=O)NCC(C)C)c(C)c1	·	-2	-5
CS(=O)(=O)N1CCCc2cc(C(=O)COc3cccc(Cl)c3)ccc21	·	3	-8
Cc1ccc(C(NC(=O)CCc2nc3cc(S(=O)(=O)N4CCOCC4)ccc3n2C)C2CC2)cc1 (stereo unspecified)	·	18	-8
CCCCC(=O)NCCc1cc2c(OC)ccc(OC)c2[nH]c1=O	-5	1	2
Cc1noc(-c2ccc(NC(=O)C(C)(C)C)cc2)n1	·	-4	-9
CCC1=NN(C(=O)c2cccc(C)c2O)C(O)(C(F)(F)F)C1 (stereo unspecified)	·	-2	-10
COc1ccccc1NC(=O)N(CCN1CCOCC1)CC(=O)N(Cc1ccc2c(c1)OCO2)Cc1ccco1	-2	-10	3
CS(=O)(=O)c1nnnn1-c1ccccc1Cl	·	9	-3
Cc1ccc(-c2ccnc(N(C)CC3CCCO3)n2)c(C)n1 (stereo unspecified)	-9	-1	-4
CC(=O)N1CCN(c2cc3c(cc2F)c(=O)c(C(=O)Nc2nccs2)cn3C2CC2)CC1	-1	5	-1
CC(=O)c1ccc2c(c1)N(CCCN1CCC(CCO)CC1)c1ccccc1S2	·	-13	-3
Cc1ccccc1N1CCN(C2CCCN(Cc3nc(-c4ccccc4)cs3)C2)CC1 (stereo unspecified)	-11	5	-8
CC(C)Cn1cncc1CNC(=O)c1cc(C2CC2)[nH]n1	-13	·	-6
COc1ccc(CC2CCCN2CC(=O)NC2CCN(C(C)=O)CC2)cc1 (stereo unspecified)	·	6	0
O=C(O)c1cccc(C(=O)N2C[C@@H]3C[C@H](C2)c2ccc(NS(=O)(=O)c4cccc(C(F)(F)F)c4)c(=O)n2C3)c1	-8	-7	-7
COC(=O)c1ccc(COC(CN2CCN(C(=O)c3oc4ccccc4c3C)CC2)c2ccc(Cl)cc2)cc1 (stereo unspecified)	-5	3	-4
COc1ccc(S(=O)(=O)N2CCN(c3ccc(NC(=O)c4ccco4)cn3)CC2)c(OC)c1	-5	-2	-4
O=c1oc2ccccc2cc1-c1nnc(Nc2ccccc2)s1	-4	0	2
CCOCCCN(CC(=O)N(CCc1ccccc1)Cc1ccc(C)o1)C(=O)c1cccs1	-5	19	-6
CCC(NC(=O)Cn1cccnc1=O)c1ccc(F)cc1 (stereo unspecified)	·	23	-5
COc1ccc(/C=N\NC(=O)CSc2nnc(-c3ccccc3)n2-c2ccccc2)c(OC)c1	·	-5	-11
CCCn1c(=O)c2c(nc3n2CCN3c2cccc(C)c2C)n(C)c1=O	·	-3	-1
O=c1ccc(C(F)(F)F)c[nH]1	·	6	-3
CNCC(=O)N[C@@H]1C=C(C(=O)NCC(N)=O)C[C@@H](O)[C@@H]1O	-6	-10	-5
Other compounds follow:
SMILES	mcGAS lum	NPYLR7 ag	hcGAS inh
Cc1c(I)cccc1C(=O)NCCC(N)=O	·	1	-5
O=C1c2cc(Cl)c(Cl)cc2C(=O)N1Cc1cc(=O)oc2ccc3ccccc3c12	·	-1	-9
Cn1c2nc3ccccc3nc2c2c(=O)n(C3CCCCC3)cnc21	·	0	-6
COc1cc(C2NC(=O)NC3=C2C(=O)CCC3)cc(OC)c1OC (stereo unspecified)	·	3	-4
COc1ccc(CCN(Cc2ccc(C)cc2)CC2CCN(C)CC2)cc1	-8	-6	-7
Nc1ccn(C23CC4CC(CC(C4)C2)C3)n1	·	1	-1
CCC1CN(C(=O)Cn2nc(C)ccc2=O)CCC(=O)N1Cc1ccccc1 (stereo unspecified)	·	1	-3
CCCCc1cnc2c(c1SCc1cccnc1)c(=O)n(C)c(=O)n2C	-8	2	-7
O=C(NC1CCCCCC1)c1c(O)c2c([nH]c1=O)CCCC2	·	6	-9
CONS(=O)(=O)c1ccc(C(=O)NC2CC2c2cccc(F)c2)cc1 (stereo unspecified)	-15	3	-7
CC(=O)N[C@@H](CC(=O)O)C(=O)O	·	-3	-3
CCOc1ccc(N(C)Cc2nnc(C)o2)cc1	·	12	-7
CCOC(=O)N1CCN(Cc2cn[nH]c2-c2ccc(OC)c(F)c2)CC1	-10	-3	-7
CCC(=O)NCCNc1cc(-n2ccnc2C)nc(C)n1	-12	-15	-7
Nc1nc(Nc2ccc(C(=O)Nc3ccc(Cl)cc3)cc2)cc(N2CCOCC2)n1	-3	2	4
COCCS(=O)(=O)NCC(=O)Nc1c(C)cc(C)cc1C	-18	3	-6
COCCN(Cc1csc(COc2c(OC)cccc2OC)n1)C(=O)COC	-4	23	-6
COC(=O)CCC(=O)NC1CC(=O)N(CC2CCCCC2)C1 (stereo unspecified)	-7	-1	-1
CCN1CCC(CNS(=O)(=O)c2cccc(C(=O)NC)c2)C1 (stereo unspecified)	-13	·	-10
Cn1c2ccccc2c2cc(CC(=O)N3C[C@H]4C[C@H](O)[C@@H](O)C[C@H]4C3)ccc21	-9	3	-4
C#CC(C)(O)CC1(C)OCCO1 (stereo unspecified)	·	-14	-3
CCc1nc2ccc(C(=O)Nc3ccc(C(N)=O)cc3)cn2c1N(CCC(C)C)CCN(C)C	-2	-4	-5
O=C(Nc1cccc(OC(F)(F)C(F)F)c1)c1sc2cc3c(cc2c1Cl)OCO3	0	3	2
O=C(NCCSc1nc2ccccc2o1)[C@@H]1C[C@@H]2C=C[C@H]1C2	-10	·	-6
CCOC(=O)CNc1c(-c2cccc(O)c2)nc2cccc(C)n12	-5	-4	6
(list continues)
SMILES	mcGAS lum	NPYLR7 ag	hcGAS inh
COc1ccc(OC)c(/C=N\NC(=O)CSc2nnc(-c3ccc(OC)c(OC)c3)n2-c2ccccc2)c1	·	-6	-3
CNC(=O)CC1CCN(CCC(C)c2ccccc2)CC1 (stereo unspecified)	·	-2	5
C=CCN1C(=O)NC(c2cc(OC)cc(OC)c2)C2=C1CN(CCc1ccc(OC)c(OC)c1)C2=O (stereo unspecified)	-7	·	-4
Cc1cc(C)c(NC(=O)CCn2cnc3c(cnn3C)c2=O)c(C)c1	-9	5	-5
CCCN(CC1CCCO1)C(=O)c1ncn[nH]1 (stereo unspecified)	-6	·	-11
COCc1c(Br)c(C)nc(OCC(=O)N/N=C\c2cccc(O)c2)c1C#N	-6	-8	-3
CCOCCC(=O)N1CCN(Cc2ccc(-c3noc(-c4cccs4)n3)cc2)CC1	-4	5	-1
CN(Cc1cc2ccccc2s1)C(=O)C1CCC(=O)N(CCN2CCOCC2)C1 (stereo unspecified)	-7	·	-2
CC1CCCCN1Cc1nc2c(c(=O)n(C)c(=O)n2C)n1Cc1ccc(Cl)cc1 (stereo unspecified)	-1	-5	3
O=C(C[n+]1cccc(O)c1)NCc1ccc(Cl)cc1	·	1	-2
O=c1ccc(-c2cccs2)nn1CCNS(=O)(=O)c1ccccc1Cl	-5	5	5
O=C(CC1CSc2nccc(=O)n21)N1CCCC1 (stereo unspecified)	·	-2	-4
Cc1cccc(-c2nc(C)cc(N3CCN(C(=O)Nc4ccccc4Br)CC3)n2)c1	-6	15	-6
COc1ccccc1C(=O)NC1(C(F)(F)F)C(=O)Nc2c1c(=O)[nH]c(=O)n2CC(C)C (stereo unspecified)	·	-10	-4
C=CC[C@@H]1CC=C[C@@H](c2ccccc2)N1C(=O)c1coc2c1C(=O)CCC2	·	-3	-7
CCCC(C(=O)N1CCCn2cncc2C1)n1cccc1 (stereo unspecified)	·	-5	-2
Cc1ccc(Cl)cc1N=Cc1nc(-c2ccc(Cl)cc2)oc1O	·	-5	-6
COC(=O)c1ccc(C(=O)N(C)Cc2cccc(Cl)c2)s1	·	1	-15
CC(C)CCN(CC(=O)O)S(=O)(=O)c1cccs1	·	9	-10
CCOc1ccnc(N2CCN(Cc3cccc(C)c3)C(=O)C2)n1	·	18	-9
CCN1CCN(c2c(CN(CCCOC)C(=O)COc3ccccc3)c(C)nn2-c2ccccc2)CC1	-4	-1	-6
COc1ccc(CN2CCn3c(C)ccc3C2C)c(OC)c1OC (stereo unspecified)	·	1	1
CC1CCCCN1CCNS(=O)(=O)c1ncn(C)c1Cl (stereo unspecified)	·	-1	-5
CC(=O)Cn1cnc2sc3c(c2c1=O)CCC3	·	8	-5
CN1C(=O)C2(CCN(C(=O)COCC3CCCCO3)CC2)c2ccccc21 (stereo unspecified)	-11	-7	-3
Following part
SMILES	mcGAS lum	NPYLR7 ag	hcGAS inh
Cc1ccc(CN2CCN(N=Cc3c(O)ccc4ccccc34)CC2)cc1	-1	-4	-1
COCc1ccc(CNC/C=C/c2ccco2)cc1	·	10	-9
COc1cc(C(=O)N2CCC(Cc3ccc4c(c3)OCO4)CC2)cc(OC)c1OC	-6	3	-6
O=C(NCCCC(=O)N1CCN(C(=O)Nc2ccc(F)cc2)CC1)c1ccco1	-4	10	-8
O=C1NCC2(CCCN(Cc3ccc(-c4ccccc4)s3)CC2)O1 (stereo unspecified)	-11	2	-4
O=C(NC1Cc2ccccc2C1)c1ccc(-c2cc(-c3ccc(Cl)cc3Cl)[nH]n2)cc1	-5	4	-2
CCOCCOc1nc(-c2ccc(C(F)(F)F)cc2)n(-c2ccc(NC(=O)c3ccc(Cl)cc3Cl)cc2)n1	-5	·	3
CCN(CC)C(=O)c1ccc(-n2cnc(-c3ccccc3)c2)o1	·	1	-3
Nc1ncc(C(=O)N2CCC3(CCCO3)CC2)c(-c2ccccc2)n1	-19	22	-9
C=C(COC(=O)C(C)C)C1Oc2cc(C(C)=O)ccc2C1OC(=O)C(C)C (stereo unspecified)	-8	-2	-4
CCCCn1c(=O)[nH]c(=O)c2c1nc(CCC(=O)OC)n2CC(C)C	·	-3	9

Molecules from the list above with an NH in an aromatic ring, in the order listed:
SMILES	mcGAS lum	NPYLR7 ag	hcGAS inh
CC(C)c1nc(SCC(=O)N2C(C)CCCC2C)n[nH]1 (stereo unspecified)	·	-2	-4
Cc1ccc(N2CC(C(=O)Nc3cc(-c4n[nH]c(C)n4)ccc3C)CC2=O)cc1 (stereo unspecified)	·	3	-3
CCCCC(=O)NCCc1cc2c(OC)ccc(OC)c2[nH]c1=O	-5	1	2
CC(C)Cn1cncc1CNC(=O)c1cc(C2CC2)[nH]n1	-13	·	-6
O=c1ccc(C(F)(F)F)c[nH]1	·	6	-3
O=C(NC1CCCCCC1)c1c(O)c2c([nH]c1=O)CCCC2	·	6	-9
CCOC(=O)N1CCN(Cc2cn[nH]c2-c2ccc(OC)c(F)c2)CC1	-10	-3	-7
CCCN(CC1CCCO1)C(=O)c1ncn[nH]1 (stereo unspecified)	-6	·	-11
COc1ccccc1C(=O)NC1(C(F)(F)F)C(=O)Nc2c1c(=O)[nH]c(=O)n2CC(C)C (stereo unspecified)	·	-10	-4
O=C(NC1Cc2ccccc2C1)c1ccc(-c2cc(-c3ccc(Cl)cc3Cl)[nH]n2)cc1	-5	4	-2
CCCCn1c(=O)[nH]c(=O)c2c1nc(CCC(=O)OC)n2CC(C)C	·	-3	9
